14-3-3 PPI = modulators of 14-3-3 gamma protein binding, primary screen, biochemical, fluorescence polarization. 14-3-3 protein gamma (Homo sapiens), P61981. FP, 14-3-3gamma / TMR-pS259-Raf peptide binding. inhibition, % at 40 µM. actives 0.19% (n = 160,000); in the data active = inhibition above about 30%;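 also: 0% = protein plus tracer without compound and 100% = blank with tracer alone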
Target sequence (P61981 whole entry, looked up): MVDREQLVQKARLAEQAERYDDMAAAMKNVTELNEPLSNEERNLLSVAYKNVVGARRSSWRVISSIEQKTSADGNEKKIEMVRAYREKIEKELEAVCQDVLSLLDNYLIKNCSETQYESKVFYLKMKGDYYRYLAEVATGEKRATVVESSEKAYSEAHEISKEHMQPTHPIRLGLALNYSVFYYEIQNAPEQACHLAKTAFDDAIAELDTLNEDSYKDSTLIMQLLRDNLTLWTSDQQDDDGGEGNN
* hit, by the source's call; & = joins results of further samples.

SMILES	14-3-3 PPI
Cc1ccc(C2(c3ccc(C)o3)CCCCC2)o1	-8
CN1CCN(CCCNC(=O)c2cn(C3CCCC3)c(=O)c3c2c2ccccc2n3C)CC1	-2
Cc1cc(C)[n+](C)n1CC(O)Cn1c2ccccc2c2ccccc21 (stereo unspecified)	0
O=C(NCCc1ccccc1)c1ccc2c(=O)n(-c3ccccc3)c(=S)[nH]c2c1	-2
CCOC(=O)C1=C(CNCCc2ccc(Cl)cc2)NC(=O)NC1c1ccc2c(c1)OCO2 (stereo unspecified)	-2
CCOC(=O)C1CCN(c2ncnc3c2oc2ccc(Cl)cc23)CC1	8
CCN(CC)S(=O)(=O)c1cccc(C(=O)Nc2ccc(C(=O)O)cc2)c1	0
COc1ccc(NC(=O)CCS(=O)(=O)c2nc(-c3ccc4c(c3)OCO4)cc(C(F)(F)F)n2)cc1OC	-26
S=c1sc2ccccc2n1Cc1ccccc1	-3
Clc1ccc(C2Nc3ccc(Cl)cc3C3C=CCC32)cc1 (stereo unspecified)	-120
c1cncc(-c2nnc3n2CCC3)c1	-1
Cc1ccc(N(CCCCN2C(=O)c3ccccc3C2=O)C(=O)c2cc([N+](=O)[O-])ccc2Cl)cc1	6
Cc1ccccc1C(=O)N1CCC(C(=O)N2CCN(c3ccccc3)CC2)CC1	10
CCOC(=O)c1nn(-c2ccc(OC)cc2)c(=O)c2c(NC(=O)c3cccc(C)c3)scc12	-8
CCOC(=O)C1=C(C)N(C)C(=S)NC1c1ccc(Br)cc1 (stereo unspecified)	-10

The closing six records of the section before come first, to join the parts.
SMILES	14-3-3 PPI
Clc1ccc(C2Nc3ccc(Cl)cc3C3C=CCC32)cc1 (stereo unspecified)	-120
c1cncc(-c2nnc3n2CCC3)c1	-1
Cc1ccc(N(CCCCN2C(=O)c3ccccc3C2=O)C(=O)c2cc([N+](=O)[O-])ccc2Cl)cc1	6
Cc1ccccc1C(=O)N1CCC(C(=O)N2CCN(c3ccccc3)CC2)CC1	10
CCOC(=O)c1nn(-c2ccc(OC)cc2)c(=O)c2c(NC(=O)c3cccc(C)c3)scc12	-8
CCOC(=O)C1=C(C)N(C)C(=S)NC1c1ccc(Br)cc1 (stereo unspecified)	-10
CN1CCN(C(=O)c2ccc3c(=O)n(-c4ccc(F)cc4)c(=S)[nH]c3c2)CC1	11
CCOC(=O)c1cc2c(=O)n3ccccc3nc2n(CC(C)C)c1=NC(=O)c1cccc(F)c1	-14
C=CCOc1ccc(C2/C(=C(\O)c3ccc(Cl)cc3)C(=O)C(=O)N2c2nnc(C)s2)cc1 (stereo unspecified)	-9
CC(C)C(c1nnnn1CCc1ccccc1)N1CCN(C(=O)c2ccco2)CC1 (stereo unspecified)	-3
O=C(C1CC1)N1CCc2cc(Br)cc(S(=O)(=O)NCCN3CCOCC3)c21	-1
Cc1ccc(NC(=O)CCC(=O)OCC(=O)c2ccc(Br)cc2)c(C)c1	8
Cc1ccc(C)c(N2CCN(S(=O)(=O)c3cccc4nsnc34)CC2)c1	0
CCOc1ccccc1NC(=O)CCS(=O)(=O)c1ccc2c(c1)CCN2C(C)=O	-9
Clc1ccc(-c2nc(C3CCCCC3)no2)cc1	6
O=C1C2C(C(=O)N1Cc1cccnc1)C1(Br)c3ccccc3C2(Br)c2ccccc21 (stereo unspecified)	2
CC1CCN(C(=O)c2cccc(S(=O)(=O)N3CCCCC3)c2)CC1	2&3
O=C(NCc1ccco1)c1ccc2c(=O)n(CC3CCCO3)c(SCc3csc4ccc(Cl)cc34)nc2c1 (stereo unspecified)	-14
CC1(C)CC(O)C(CCC(O)c2ccccc2)C(C)(C)N1 (stereo unspecified)	-5
O=C(Cn1c(=O)sc2ccccc21)N1CCc2ccccc2C1	-4
COc1ccc(NC(=O)C(=O)NCc2ccc3c(c2)OCO3)cc1	-3
COc1cccc(N2CCN(c3ncccn3)CC2)c1	-3
O=c1nc2sc3ccccc3n2c(=O)n1-c1ccc(Cl)cc1	-3
COc1ccc2c(c1)OC(O)(C(F)(F)F)CC2=O (stereo unspecified)	1
O=c1ccn(Cc2ccccc2)c(=O)[nH]1	1
Cc1noc(-c2ccccc2O)n1	7
CC1(C)CC(=O)C2=C(C1)OC1=C(C(=O)CC(C)(C)C1)C2c1cccc(OC(=O)c2ccccc2F)c1	-9
O=C(Nc1cccc(Br)c1)c1cc2ccccc2o1	-3
COC(=O)[C@H](C)NC(=O)NCc1ccco1	-3
CCCS(=O)(=O)N1CCCC(C(=O)NCCN(C)Cc2ccccc2)C1 (stereo unspecified)	-6
Cc1ccc(-c2cc(C(=O)NCc3cccnc3)c3ccccc3n2)cc1C	1
O=C1c2ccc(Oc3cccc([N+](=O)[O-])c3)cc2C(=O)N1c1nccs1	-1
COc1ccc(N2C(=S)NC3c4cc(Cl)ccc4OC2(C)C3C(=O)N(C)C)cc1 (stereo unspecified)	-3
Cc1cccc(NC(=O)c2ccc(N3CC4CC(C3)c3cccc(=O)n3C4)c(NC(=O)c3ccc(Br)o3)c2)n1 (stereo unspecified)	11
C=CCn1cc(I)c(=O)n(CC=C)c1=O	-9
COc1ccc(OC)c(NC2=NC3(CCCC3)N=C(N)N2)c1	6

A few values from above.
For 14-3-3 PPI, `O=c1ccn(Cc2ccccc2)c(=O)[nH]1` reads 1
For 14-3-3 PPI, `COc1cccc(N2CCN(c3ncccn3)CC2)c1` reads -3

Structural class: the entries above containing a nitro group on carbon (two)
SMILES	14-3-3 PPI
Cc1ccc(N(CCCCN2C(=O)c3ccccc3C2=O)C(=O)c2cc([N+](=O)[O-])ccc2Cl)cc1	6
O=C1c2ccc(Oc3cccc([N+](=O)[O-])c3)cc2C(=O)N1c1nccs1	-1

Further records.
SMILES	14-3-3 PPI
CCOc1ccc(C2/C(=C(\O)c3ccc(Cl)cc3)C(=O)C(=O)N2c2cccnc2)cc1 (stereo unspecified)	-9
COc1ccc(-c2noc(-c3ccccc3C(=O)NCc3ccco3)n2)cc1	-4
CCC(C)(C)NC(=O)C(OC(=O)c1cc2sccc2n1C)c1ccc(OC)cc1 (stereo unspecified)	-7
O=C(Nc1nc(-c2ccc(F)cc2)cs1)c1cc(Cl)ccc1[N+](=O)[O-]	12
O=C(Nc1nc(-c2ccccc2)cs1)c1ccccc1[N+](=O)[O-]	2
COc1cccc(-c2cc(C(=O)Nc3c(C)nn(Cc4ccccc4Cl)c3C)no2)c1	-15
O=C1c2[nH]nc(-c3ccccc3)c2C(c2ccccc2)N1c1cccc(C(F)(F)F)c1 (stereo unspecified)	-1
CC(=O)N(Cc1cccs1)C1(C(=O)NC2CCCCC2)CCCCC1	9
CCOC(=O)N1CCN(C(=O)N2CCOCC2)CC1	-2
O=C(c1c[nH]c2ccc(S(=O)(=O)N3CCc4ccccc4C3)cc2c1=O)N1CCc2ccccc21	-189
Cc1ccc(-n2c(SCC(N)=O)nnc2-c2ccccn2)cc1C	7
CCC(CC)C(=O)N1c2ccc(OC)cc2C(=C2SC(C(=O)OC)=C(C(=O)OC)S2)C(=S)C1(C)C	-3
NC(=O)N1CCN(C(=O)c2ccco2)CC1	9
CC(C)(c1ccc(NC(=O)C(F)(F)F)cc1)c1ccc(NC(=O)C(F)(F)F)cc1	-14
CC(C)OCCCNC(=O)c1ccc2c(c1)N(Cc1ccccc1Cl)C(=O)c1ccccc1S2	-1
COC(=O)C1=C(NC(=O)c2cccc(Cl)c2)CCS1	-8
COc1ccc(CNCC2(O)CCOC(C)(C)C2)cc1 (stereo unspecified)	-10
CCOC(=O)C1CCC(CN(Cc2cccc(Br)c2)S(=O)(=O)c2ccc(F)c(C)c2)CC1 (stereo unspecified)	0
Cc1ccc(C(=O)O)cc1S(=O)(=O)NCC1CCCO1 (stereo unspecified)	12
COc1cccc(-c2cc(C(=O)NC3CCCC3)no2)c1	-4
Cc1cc(C)c(S(=O)(=O)n2cnc3cc(C)c(C)cc32)c(C)c1	6
CCCC(O)(c1ccc(Cl)cc1)C(CN1CCOCC1)c1ccccc1 (stereo unspecified)	-2
CC(=O)c1ccc(NC(=O)CSc2nc3nc(C)cc(C)n3n2)cc1	5
COC(=O)[C@H](CCSC)NC(=O)Nc1ccc(OC)cc1	10
Cc1noc(C)c1S(=O)(=O)N(CCc1ccccc1)Cc1ccccc1	-2
c1ccc2c(c1)oc1c(Nc3ccc(CN4CCOCC4)cc3)ncnc12	0
CCn1c(CSc2nc(C)cc(C)n2)nnc1SCC(=O)N1CCCc2ccccc21	-2
COc1ccc(NC(=O)CCNC(=O)Cn2ccc3ccccc3c2=O)c(OC)c1	0
CCOC(=O)c1sc(C)c2c(=O)n(CCCN3CCOCC3)cnc12	-8
CCOC(=O)CSc1nc(C)c(Cl)c(C)c1C#N	2
CCc1ccc(C2CC(=O)Nc3cc4c(cc32)OCO4)cc1 (stereo unspecified)	-2
CCn1cc(C(=O)N2CC=C(c3ccccc3)CC2)c(=O)c2ccc(C)nc21	3&10
CCc1cccc(N=c2oc3c(C)ncc(CO)c3cc2C(=O)Nc2ccccc2)c1	-4
CCOC(=O)c1cnc2ccc(Cl)cc2c1Nc1ccc(N(C)C)cc1	-14
c1ccc(-c2cc(CSc3nc4ccccc4[nH]3)on2)cc1	-7
CS(=O)(=O)N1CCCC(C(=O)N2CCCCC2)C1 (stereo unspecified)	-3
COc1cccc(-c2nn(C)c3sc(C(=O)N4CCOCC4)cc23)c1	-1
Nc1nc2n(n1)C(c1cccs1)CC(c1ccc(Br)cc1)N2 (stereo unspecified)	-1
C=CCN(C(=O)CSc1nc2[nH]ncc2c(=O)n1-c1cccc(C(F)(F)F)c1)c1ccccc1	2
CN/C(=C/[N+](=O)[O-])NCCSCc1ccc(CN(C)C)o1	-13
CCOc1ccc(S(=O)(=O)N=C2C=C(Nc3ccc(C)cc3C)C(=O)c3ccccc32)cc1	-47
O=C(Nc1ccccc1)Nc1ccc2c(c1)OCO2	-9
Cc1cc(NC(=O)CCC(=O)N(C2CC2)C2(C(=O)NC3CCCC3)CCC(C)CC2)no1 (stereo unspecified)	-8
CCOC(=O)N1CCN(C(=O)c2ccc3c(=O)n(CCC4=CCCCC4)c(=O)[nH]c3c2)CC1	1
Cn1c2c(c(=O)n(C)c1=O)C(c1cc([N+](=O)[O-])c(N3CCOCC3)cc1N1CCOCC1)O2 (stereo unspecified)	-3
Cc1ccc(CS(=O)(=O)CCC(=O)NCC2CCCO2)cc1 (stereo unspecified)	0&4
CCCCC(CC)CNc1nc(=S)[nH]c2ccccc12 (stereo unspecified)	-8
CCOCc1nnc(NC(=O)CSc2ccccc2)s1	-2
CCOC(=O)CNC(=O)CSc1nc(C)cc(C)c1C#N	1&-3
CN(C)C(=O)c1ccc(COc2ccccc2Br)o1	-3&2
O=C(c1ccccc1)N1CCCCC(Sc2nnnn2-c2ccccc2)C1=O (stereo unspecified)	0
O=c1cc(-c2ccccc2)nc2nc(-c3ccco3)[nH]n12	6
COc1cc(-c2nc3ccccn3c2N=Cc2cc(OC)c(O)cc2Cl)ccc1O	2
Cn1c(=NC(=O)c2ccc(S(=O)(=O)N3CCCC3)cc2)sc2ccccc21	-6
Cc1cc(/C=N\O)c(C)n1-c1ccncc1	3
CCCN(C#N)c1nc(NCC)nc(NC(C)C)n1	-8
CCSc1sc(CC)cc1C1C(C(=O)Nc2ccccc2)=C(C)NC2=C1C(=O)CCC2 (stereo unspecified)	0
CCOC(=O)C1=C(C)NC2=C(C(=O)CCC2)C1c1ccc(N(C)C)cc1 (stereo unspecified)	-1
Cn1c2ccccc2c2nnc(SCN3C(=O)c4ccccc4C3=O)nc21	7
COc1ccccc1N1CCN(S(=O)(=O)c2cccc(F)c2)CC1	-3

(further entries)
SMILES	14-3-3 PPI
Cc1nn2c(c1-c1ccccc1)NC1=C(C(=O)CCC1)C2c1cccnc1 (stereo unspecified)	-1
O=C1CCCN1Cc1cc(Cl)c2cccnc2c1O	1
Cc1cccc(NC(=O)c2ccccc2C(=O)O)c1	17&-29
CCCN(CC(=O)c1cc(C)n(C)c1C)S(=O)(=O)c1cccc(C(F)(F)F)c1	-4
Cc1cccc(NC(=O)c2cc(-c3ccccc3)nc3ccccc23)c1	-6
CC(C)N(C(=O)CSc1nc2c([nH]1)c(=O)n(C)c(=O)n2C)c1ccccc1	2
O=c1cc(C(F)(F)C(F)F)oc2c1ccc1ccccc12	-1
CN(C)c1ccc(NC(=O)CSc2nc(-c3cccs3)cc(C(F)(F)F)n2)cc1	-16
O=C1CSC(c2ccc([N+](=O)[O-])cc2)N1CC12CC3CC(CC(C3)C1)C2 (stereo unspecified)	1
CN(C)CCN1C(=O)C(=O)/C(=C(/O)c2ccccc2)C1c1ccccc1 (stereo unspecified)	-16
COc1ccc(CCn2c(=N)c(C(=O)NCc3ccco3)cc3c(=O)n4ccccc4nc32)cc1OC	-3
COc1ccc(N2CCN(Cc3nc4c(c(=O)n(C)c(=O)n4C)n3Cc3cccc(C)c3)CC2)cc1	8
CCNC(=O)c1c(NC(=O)COc2ccc(C)cc2)sc2c1CCCC2	-41
COc1ccc(NC(=O)c2oc3ccccc3c2NC(=O)c2ccc3c(c2)OCO3)cc1	-8
Cc1oc(-c2cccs2)nc1CSCC(=O)O	0

Three of the entries above in order of their number in 14-3-3 PPI, ascending.
SMILES	14-3-3 PPI
Cc1nn2c(c1-c1ccccc1)NC1=C(C(=O)CCC1)C2c1cccnc1 (stereo unspecified)	-1
O=C1CCCN1Cc1cc(Cl)c2cccnc2c1O	1
COc1ccc(N2CCN(Cc3nc4c(c(=O)n(C)c(=O)n4C)n3Cc3cccc(C)c3)CC2)cc1	8

Continuation:
SMILES	14-3-3 PPI
CC1CN(Cc2nc3c(c(=O)n(C)c(=O)n3C)n2Cc2ccc(Cl)cc2)CC(C)O1 (stereo unspecified)	2
Cc1ccc(-n2c(=O)c3ccccc3n(CC(=O)N3CCCCCC3)c2=O)cc1	1
O=C(Nc1ccc2c(c1)OCO2)c1cc2nc(-c3ccc(F)cc3)cc(C(F)(F)F)n2n1	-4
O=C(OCc1cccc2ccccc12)c1ccc2c(=O)[nH]c(CN3CCOCC3)nc2c1	-2
COc1ccc(CC(=O)Nc2ccc3c(c2)CCC3)cc1S(=O)(=O)N1CCOCC1	-8
COC(=O)C(O)(c1ccc(O)cc1C)C(F)(F)F (stereo unspecified)	2

Source: PubChem (Emory University Molecular Libraries Screening Center)

The list is partial; rates above refer to the full screens.
